Source: PubChem BioAssay
N370S GC mod: N370S glucocerebrosidase modulation, Gaucher chaperone candidate | P04062 | AID 2101 | N370S GC spleen homogenate, 4MU-glucoside fluorescence | 330,000 compounds, 0.092% hits | Potency, µM (series often up to 59.4 µM), without a hit: top-dose activity change, negative = inhibition, actives largely listed as inhibitors;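 also: 0% = full enzyme activity and -100% = no enzyme basal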
KAT2A inh: inhibitors of human GCN5L2 histone acetyltransferase; Q92830; GCN5L2 HAT assay, ThioGlo1 CoA-SH fluorescence; Potency, µM (series often up to 58.9 µM), for inactives: at the top dose activity change, negative = inhibition, usual class: inhibitors; AID 504327; 390,000 compounds, 0.21% hits
Target sequence (Q92830 whole entry, looked up): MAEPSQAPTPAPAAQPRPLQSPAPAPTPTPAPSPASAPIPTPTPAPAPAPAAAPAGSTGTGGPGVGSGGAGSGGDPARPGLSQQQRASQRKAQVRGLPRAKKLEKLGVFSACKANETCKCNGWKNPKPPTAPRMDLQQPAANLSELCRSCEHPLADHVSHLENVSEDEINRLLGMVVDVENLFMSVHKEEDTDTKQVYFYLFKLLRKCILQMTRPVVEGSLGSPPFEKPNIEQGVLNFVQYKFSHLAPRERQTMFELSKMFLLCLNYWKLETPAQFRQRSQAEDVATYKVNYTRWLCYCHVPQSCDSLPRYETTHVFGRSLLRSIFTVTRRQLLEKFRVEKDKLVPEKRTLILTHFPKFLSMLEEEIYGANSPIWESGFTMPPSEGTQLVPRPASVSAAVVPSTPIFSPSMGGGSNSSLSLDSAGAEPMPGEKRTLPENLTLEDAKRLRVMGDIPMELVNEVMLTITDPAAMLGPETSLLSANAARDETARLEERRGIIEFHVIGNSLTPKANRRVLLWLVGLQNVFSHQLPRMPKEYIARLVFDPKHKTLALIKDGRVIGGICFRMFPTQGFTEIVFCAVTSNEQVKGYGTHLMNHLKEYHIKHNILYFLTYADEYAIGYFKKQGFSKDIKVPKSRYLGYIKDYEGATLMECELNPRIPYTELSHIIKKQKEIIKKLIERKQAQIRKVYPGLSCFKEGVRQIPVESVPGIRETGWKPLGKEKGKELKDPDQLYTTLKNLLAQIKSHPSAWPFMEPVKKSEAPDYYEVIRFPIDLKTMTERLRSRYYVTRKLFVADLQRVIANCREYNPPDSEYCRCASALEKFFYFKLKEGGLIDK
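GCN5L2 (20nM final) in 50mM HEPES, 0.1mM EDTA pH 7.5, 0.01% Tween-20 was preincubated 15 min at room temperature with compound, then given ThioGlo1 (50uM), H3(1-25) peptide (75uM) and acetyl-CoA (70uM); CoA-thiol fluorescence (Ex340/Em540) was read at 0 and 20 min.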
FEN1 inhibitor: human FEN1 inhibition; Potency, µM (top dose mostly 114 µM), inactives show at the top dose activity change, negative = inhibition, hits mostly inhibitors; 390,000 compounds, 0.35% hits; AID 588795; P39748; Recombinant FEN1 flap cleavage, fluorescence, 15 min; also: nearly all actives have a fitted effect of over 65% in size
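Recombinant FEN1 (10 nM) was preincubated with pin-transferred compounds for 15 min at room temperature, then flap DNA substrate (50 nM final) was added. Plates were read at 0 and 15 min, and normalized concentration–response data were fitted to a four-parameter Hill equation.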
* hit, by the source's call; ? = inconclusive; . = not tested or not shown; & = joins results of further samples; [ ] = remark or other dose. Calls follow the shape of the dose curve; as a rule, active = well fitted curve in the direction sought with a large enough effect; inconclusive = small, poorly fitted or top-dose-only effect, or another doubt; inactive = no such curve, though single readings can be large; an effect the other way counts as inactive or inconclusive. Unless noted, % is scaled to controls: 0 for no effect and ±100 for the full control effect; potency is read from the fitted curve at half-maximal effect. This is a subset; count on the stated rates, not on these rows.

Results follow in this order: N370S GC mod	FEN1 inhibitor	KAT2A inh
> CC(OC(=O)c1cc(S(=O)(=O)N(C)C)ccc1N1CCCC1)C(=O)NCc1ccccc1 (stereo not given)
→ 3%	5%	-1%
> CNC(=O)Nc1ccc(Cn2cc(C(F)(F)F)ccc2=O)cc1
→ 8%	-2%	22%
> CCOC(=O)Nc1sc(C(=O)N(C)C)c(C)c1C(=O)OCC
→ 1%	8%	0%
> CCOc1ccccc1CNC(=O)CN1C(=O)CSc2ccc(S(=O)(=O)N3CCOCC3)cc21
→ -14%	17%&-11%	1%&-7%
> O=C(CN1C(=O)NC2(CCc3ccccc3C2)C1=O)Nc1ccc(Cl)cc1F (stereo not given)
→ 9%	1%	-3%
> O=C(COC(=O)c1ccc(S(=O)(=O)N2CCCC2)cc1)NCc1cccs1
→ -6%	-1%	-3%
> O=C(O)CC(Cc1ccc(Br)cc1)C(=O)O (stereo not given)
→ 2%	4%	-11%
> CSc1cccc(NC(=O)CSc2ncccc2C(=O)Oc2cccc([N+](=O)[O-])c2)c1
→ -2%	-2%	?
> CN(C)c1cc(NC(=O)CNC(C)(C)CC(C)(C)C)c2ccccc2n1
→ 3%	0%	-10%
> CCOc1c(C)cc(S(=O)(=O)NCc2ccccn2)c(C)c1C
→ -4%	2%	-3%
> CC(=O)c1ccc(OCc2cc(C(=O)NC(C)Cc3ccccn3)no2)cc1 (stereo not given)
→ -5%	1%	-1%
> CCOc1ccccc1C(=O)NC1(C(F)(F)F)C(=O)Nc2c1c(=O)[nH]c(=O)n2-c1ccc(F)cc1 (stereo not given)
→ .	17%	-2%
> CC(C)c1ccc(NC(=O)Cn2nnc(C(=O)NCCc3ccccc3)c2N)cc1
→ .	1%	0%
> CCOC(=O)c1cc(-c2ccccc2)sc1NC(=S)Nc1cc(C)ccn1
→ ?	-13%	2%
> CCOc1ccccc1NS(=O)(=O)c1c(C)[nH]c(C)c1C(=O)N1CCCCC1
→ -5%	-7%	-3%

The results go on:
Results follow in this order: N370S GC mod	FEN1 inhibitor	KAT2A inh
> CCCCCC(=O)NNC(=S)NC(C)=O
→ 2%	13%	-14%
> Cc1ccc2c(c1)cc1c(=O)n(Cc3ccccc3Cl)nc(C)n12
→ .	0%	-5%
> CC(CNC1CCCCC1)OC(=O)c1ccccc1 (stereo not given)
→ 1%	23%	-19%
> COc1cn(-c2ccccc2)nc1C(=O)Nc1ccccc1
→ -9%	-5%	2%
> Cc1cccc(N2CCN(C(=O)c3ccc4c(c3)OCCO4)CC2C)c1 (stereo not given)
→ 11%	-2%	-8%
> CCN1CCN(C(=O)c2cc(-c3cccnc3)nc3ccc(Br)cc23)CC1
→ -14%	3%	-5%
> Nc1nc(-c2ccc(Cl)cc2Cl)cn1N
→ -2%	-11%	-1%
> O=C(NCCCn1ccnc1)c1cc(-c2ccc3c(c2)OCO3)on1
→ -1%	7%	-4%
> Cc1ccccc1NC(=O)CN1CCC(C(=O)c2ccc3c(c2)OCCO3)CC1
→ -7%	11%	-3%
> S=C(NCc1ccco1)N1CCN(C(c2ccccc2)c2ccccc2)CC1
→ 8%	-21%	-14%
> O=C1NNC(c2ccccc2)=N/C1=C\c1ccco1
→ 3%	-3%	-16%
> COc1ccc(C(=O)CN2C(=O)NC3(CCCc4ccccc43)C2=O)c(OC)c1 (stereo not given)
→ ?	14%	-1%
> Cc1cc(C(=O)N/N=C/c2c(C)n(C)c3ccccc23)n[nH]1
→ 5%	-17%	-5%
> CCN(CC)CCNc1ncnc2c1sc1nc(N3CCOCC3)c3c(c12)CC(C)(C)SC3
→ -29%	-4%	3%
> O=C(Nc1ccc(Cl)cc1)Nc1nnc(/C=C/c2ccccc2)s1
→ 18%	-6%	-20%

(continued)
Results follow in this order: N370S GC mod	FEN1 inhibitor	KAT2A inh
> Cc1cccc(C2CC(c3ccc(F)cc3)Nc3nc(N)nn32)c1 (stereo not given)
→ 0%	-5%	-10%
> COc1cccc(/C=N/NC(=O)c2c(-c3ccccc3)noc2C)c1O
→ 2%	-3%	-21%
> Cc1ccc(CNC(=O)c2cn(C)c3ccc(S(=O)(=O)N4CCC(C)CC4)cc3c2=O)cc1
→ .	-13%	2%
> CC1(C)CC(Nc2ccc(Nc3ccccc3)cc2)CC(C)(C)N1
→ -14%	-23%	-6%
> CCN(CC)CCOc1ccc(/C(=C(/Cl)c2ccccc2)c2ccccc2)cc1
→ ?	1%&-21%	-7%&-4%
> COc1ccccc1Oc1ccc(S(=O)(=O)Nc2cccnc2)cc1
→ 1%	-12%	-7%
> CN1CCN(S(=O)(=O)c2ccc(Cl)cc2)CC1
→ -9%	-2%&-1%	-7%
> COCCNC(=O)CCCCCN1C(=O)CCC1=O
→ 3%	1%	-6%
> Cc1ccc2cc(CCNC(=O)c3cccs3)c(=O)[nH]c2c1C
→ -17%	4%	-1%
> OCC[C@H]1C[C@@H](O)[C@H](O)[C@]2(OCCCc3ccccc32)O1
→ -3%	-1%	-4%
> COC(=O)c1cc(C(=O)Nc2ccc(S(N)(=O)=O)cc2)cc([N+](=O)[O-])c1
→ -2%	-5%	-18%
> COc1ccc(/C=C(\NC(=O)c2ccc(OC)c(OC)c2)C(=O)N2CCN(C)CC2)cc1
→ 0%	-1%	-3%
> Cc1nn2c(=O)cc(COC(=O)c3ccccc3NC(=O)c3ccccc3C)nc2s1
→ .	16%	-5%
> CCCCOc1ccc(CNC(=O)c2cnc3sc(N4CCOCC4)nn3c2=O)cc1
→ .	0%	2%
> COc1cc(NC(=O)c2cccs2)c(C(=O)OCC(=O)NC(C)c2ccccc2)cc1OC (stereo not given)
→ 2%	4%	3%

New compounds follow
Results follow in this order: N370S GC mod	FEN1 inhibitor	KAT2A inh
> Nc1nc(-c2nc3ccccc3[nH]2)cs1
→ -3%	-14%	0%
> Cc1onc(-c2ccccc2)c1C(=O)Nc1ccc(S(=O)(=O)N2CCOCC2)cc1
→ -4%	6%	0%
> CCOc1ccc(C(=O)OCC(=O)c2c(N)n(C)c(=O)n(C)c2=O)cc1OCC
→ 6%	4%	3%
> COc1ccc(C2CC(=O)c3cnc(NC(=O)c4ccccc4OC)nc3C2)c(OC)c1 (stereo not given)
→ -2%	-2%	-6%
> COc1ccccc1C(=O)NCC(=O)OC(C)C(=O)NC1CCCCC1C (stereo not given)
→ .	-10%	-2%
> N#CCCn1c(C2CCCCC2)nc2ccccc21
→ 5%	-10%	-1%
> Cc1c(C)n(CCc2ccccc2)c2ncnc(NCCO)c12
→ -5%	-11%	-25%
> CCOc1ccc(NC(=O)N2CCC(c3ccc(C)cc3)C2)cc1 (stereo not given)
→ -1%	-9%&-9%	-4%&-7%
> CCOC(=O)c1c(C)[nH]c(C(=O)COC(=O)/C=C/c2ccc(OC(F)F)cc2)c1C
→ -21%	7%	-2%
> O=c1cnc2cnc(Nc3ccccc3)nc2n1Cc1ccc(F)cc1
→ 4%	.	-12%
> Cc1cc(O)c(/C=N/OCc2ccc(Cl)cc2Cl)c(=O)o1
→ 10%	0%	-5%
> COC(=O)c1ccc(S(=O)(=O)NNC(=O)c2ccc(S(=O)(=O)N3CCCCC3)cc2)cc1
→ -4%	1%	-2%
> COc1cccc(CNC(=O)C2CCN(Cc3cc4ccccc4n3Cc3ccccc3)CC2)c1OC
→ .	12%	1%
> Cc1cc2nnc(SCC(=O)Nc3ccc(F)c(Cl)c3)n2c2ccccc12
→ .	1%	-6%
> COc1ccc(C(=O)N2CCC3(CCCN(C(=O)Nc4cccc(F)c4)C3)CC2)cc1
→ -2%	.	5%

Continuation:
Results follow in this order: N370S GC mod	FEN1 inhibitor	KAT2A inh
> CC(=O)c1ccc(/C=C/c2nc3ccccc3n2C)o1
→ 29%	-4%	11µM*
> COc1ccc(C(C)NC(=O)c2ccncc2)cc1 (stereo not given)
→ -3%	3%	-2%
> Cn1c(N)c(C(=O)COc2ccc(C#N)cc2)c(=O)n(C)c1=O
→ -3%	3%	3%
> COc1ccc(C(CC(=O)Nc2cccc(C)c2C)N2Cc3ccccc3C2=O)cc1 (stereo not given)
→ .	-16%	2%
> CC(C)CNC(=O)COC(=O)c1cncc(Br)c1
→ -3%	1%	0%
> CCCCCN1CN(S(=O)(=O)c2cccs2)c2nc3ccccc3nc21
→ 19%	14%	-6%
> CCCCc1nc2sc3c(=O)n(N)cnc3c2c2c1CCC2
→ -5%	-1%	-7%
> O=C(CC(=O)N/N=C/c1cccs1)NCc1ccccc1
→ 0%	-7%	-7%
> Cc1ccnn1CCC(=O)O
→ -8%	4%	-4%
> Cc1cccc(NC(=O)CNC(=O)c2cccc(S(=O)(=O)NCc3cccs3)c2)c1C
→ .	0%	-3%
> CCN(CC)N=Nc1ccc(S(=O)(=O)N2CCSC2C(=O)O)cc1 (stereo not given)
→ 3%	-8%	-3%
> O=C(Nc1ccnc(-c2cccnc2)n1)c1cccc(Cl)c1Cl
→ -5%	1%	5%
> CCc1nnc(NC(=O)CSc2nnc(COc3ccccc3)n2-c2ccc(C)cc2)s1
→ 2%	-5%	4%
> NNC(=O)/C(=C/c1cccs1)NC(=O)c1ccccc1Cl
→ 2%	2%	10%
> CCOc1ccccc1NC(=O)c1sc(-n2nc(C)c(CCC(C)C)c2C)nc1C
→ .	17%	-3%

The listing continues:
Results follow in this order: N370S GC mod	FEN1 inhibitor	KAT2A inh
> O=C(NN=C1CCCCCC1)c1cc(-c2ccccc2)nc2ccccc12
→ -10%[12.8 µM]	-2%	-4%
> CC(=O)C[C@H](O)CC(=O)[C@H]1OC(=O)[C@H](C)C/C=C\Cc2ccccc21
→ .	2%	-13%
> CCn1nccc1C(=O)Nc1cc(Cl)cc(Cl)c1
→ 3%	-19%	1%
> Cc1cc(C)cc(OC(C)C(=O)Nc2ccc(S(=O)(=O)Nc3cc(C)nc(C)n3)cc2)c1 (stereo not given)
→ -6%	1%	1%
> CCCOc1cccc(C(=O)Nc2ccc(CN3CCOCC3)cc2)c1
→ -2%	0%	0%
> COC(=O)c1ccc(CO/N=C/c2ccc(OC)cc2OC)cc1
→ 1%	-14%	3%
> O=C1CC(c2ccc(F)cc2)CC2=C1C(c1ccc([N+](=O)[O-])o1)Nc1ccccc1N2 (stereo not given)
→ 2%	-15%	-17%
> O=C(c1cccc(NS(=O)(=O)c2ccc(F)cc2)c1)N1CCN(c2ccccc2)CC1
→ -12%	0%	-3%
> C/C(=N\NC(=O)c1ccc(Cl)cc1)c1cccnc1
→ -17%	1%	-4%
> CCC(Oc1ccccc1)C(=O)Nc1nnc(S(=O)(=O)N2CCCC2)s1 (stereo not given)
→ -4%	-8%&19%	-7%&0%
> CCN(CC)S(=O)(=O)c1ccc(OC)c(NC(=O)C2CC(=O)N(c3ccc4c(c3)OCCO4)C2)c1 (stereo not given)
→ -8%	-1%	-5%
> COc1cc(OC)c2c(C)cc(=O)oc2c1C(CCN1CCOCC1)c1ccc2c(c1)OCO2 (stereo not given)
→ -18%	5%	14%
> CC(=O)c1ccc(NC(=S)NN2C(C)CCCC2C)cc1 (stereo not given)
→ 13%	1%	-4%
> CCOc1ccccc1CNS(=O)(=O)c1ccc(-c2cnc(C3CC3)o2)cc1
→ -7%	-8%&-18%	-22%&-7%
> CC1CN(c2ccc(NC(=S)NNCCC#N)cc2)CC(C)O1 (stereo not given)
→ 9%	6%	0%

Remaining list, next part
Results follow in this order: N370S GC mod	FEN1 inhibitor	KAT2A inh
> COc1ccc(N(CC(=O)N2CCN(C)CC2)S(C)(=O)=O)cc1OC
→ 2%	-1%	-3%
> O=C(NCc1ccco1)c1ccc(Cn2c(=S)[nH]c3ccccc3c2=O)cc1
→ -7%	-17%	-16%
> COC(=O)c1cc(NS(=O)(=O)c2ccc(Cl)c(N3C(=O)c4ccc(C(=O)O)cc4C3=O)c2)cc(C(=O)OC)c1
→ -17%	-11%	-7%
> CCn1c(=O)cc(OCC(=O)NC2CC2)c2ccccc21
→ -12%	4%	-4%
> Cc1ccc(S(=O)(=O)NCCC(=O)NC2CCN(Cc3ccccc3)CC2)cc1
→ 9%	-2%	-7%
> CCN(CC)c1nc(N)n(CCSC(=S)N(C)C)c(=O)n1
→ -3%	-5%	0%
> O=C1c2ccccc2C(O)(Cc2ccccc2)N1C1CCCCC1 (stereo not given)
→ 9%	-20%	.
> CC(=O)N1c2ccc(S(=O)(=O)N3CCCCC3)cc2CC1C (stereo not given)
→ -7%	18%	-19%

Four entries out of the list above, arranged by the number in KAT2A inh, largest number first:
smiles | KAT2A inh
CCOC(=O)c1c(C)[nH]c(C(=O)COC(=O)/C=C/c2ccc(OC(F)F)cc2)c1C | -2%
O=C(c1cccc(NS(=O)(=O)c2ccc(F)cc2)c1)N1CCN(c2ccccc2)CC1 | -3%
CCn1c(=O)cc(OCC(=O)NC2CC2)c2ccccc21 | -4%
O=c1cnc2cnc(Nc3ccccc3)nc2n1Cc1ccc(F)cc1 | -12%
